JMJD2C inh: inhibitors of human GASC-1 (JMJD2C) demethylase; actives 0.069% (n = 330,000); inhibition, % at 2.35 µM; AID 2099; GST-JMJD2C(1-420) H3K9me3 demethylation, DELFIA europium;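 active means more than half of a compound's replicate wells show inhibition beyond 50%, single wells judged on their own value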;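 further: signal counts dimethyl H3K9 product captured on neutravidin plate; 0% = median of DMSO wells and 100% = 0.3 times that DMSO median; strong numbers were not always called active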
Target sequence (Q9H3R0 1-420 limits assumed): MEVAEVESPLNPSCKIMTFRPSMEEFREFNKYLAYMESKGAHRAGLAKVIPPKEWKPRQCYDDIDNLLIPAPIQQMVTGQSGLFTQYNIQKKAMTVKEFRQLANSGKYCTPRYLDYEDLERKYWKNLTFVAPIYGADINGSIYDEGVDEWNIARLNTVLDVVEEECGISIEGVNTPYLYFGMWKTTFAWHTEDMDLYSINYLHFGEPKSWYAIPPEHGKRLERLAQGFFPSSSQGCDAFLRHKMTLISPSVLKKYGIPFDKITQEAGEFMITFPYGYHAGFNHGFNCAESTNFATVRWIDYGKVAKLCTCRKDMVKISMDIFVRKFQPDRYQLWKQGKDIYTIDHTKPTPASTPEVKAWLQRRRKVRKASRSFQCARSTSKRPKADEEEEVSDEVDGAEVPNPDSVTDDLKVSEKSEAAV
proCasp7 act: activates human procaspase-7, counter-screen for procaspase-3 activators; P55210; recombinant procaspase-7, Ac-DEVD-pNA absorbance 405 nm; D23A/D198A/D206A triple mutant, cannot self-cleave; scale: DMSO 0, 5 µM enzyme 100; activation, % at 8.5 µM; actives 0.093% (n = 330,000);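 active means percent activation above the screen-wide mean plus 3 SD, cut at about 25% in these data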
Target sequence (P55210 whole entry D23A/D198A/D206A): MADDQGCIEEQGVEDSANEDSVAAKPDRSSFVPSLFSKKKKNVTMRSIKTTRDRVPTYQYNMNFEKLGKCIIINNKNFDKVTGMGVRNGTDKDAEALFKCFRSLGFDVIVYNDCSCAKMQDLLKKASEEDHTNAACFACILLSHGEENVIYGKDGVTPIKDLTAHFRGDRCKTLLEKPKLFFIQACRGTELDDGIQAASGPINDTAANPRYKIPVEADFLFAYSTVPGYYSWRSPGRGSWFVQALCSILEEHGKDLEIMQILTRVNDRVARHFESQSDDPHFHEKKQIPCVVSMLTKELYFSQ
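Test system: Procaspase-7 triple mutant (PC-7 D3A). Also added: Ac-DEVD-pNA substrate, 400 µM as added. Schedule: 1 h enzyme–compound preincubation and 2 h substrate reaction, both 25 °C. Signal: p-Nitroaniline absorbance at 405 nm, read at 0 and 120 min. Control set: low DMSO alone, high DMSO plus 5 µM PC-7.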
AHR activator: activates the human aryl hydrocarbon receptor; P35869; AHR-responsive luciferase reporter cells, luminescence; activation, % at 5 µM; actives 2.5% (n = 320,000); AID 2796; in the data active means activation above about 47%;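 further: 0% = vehicle wells and 100% = reference agonist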
RPL19A TOR yeast: alters RPL19A-GFP fluorescence in TOR pathway yeast screen; S. cerevisiae RPL19A-GFP strain, flow cytometry, 3 h; hits give low values; percent response vs DMSO, % at 10 µM; actives 0.3% (n = 330,000); AID 2025;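 active means percent response vs DMSO below 50%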;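 further: median channel GFP fluorescence of the barcoded RPL19A-GFP strain; ratio of sample median GFP to plate DMSO average so 100% = DMSO; lower means less RPL19A-GFP as with rapamycin TOR inhibition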
MEP2 TOR yeast: alters MEP2-GFP fluorescence in TOR pathway yeast screen. S. cerevisiae MEP2-GFP strain, flow cytometry GFP, 3 h; 100% = DMSO control level. GFP response vs DMSO, % at 10 µM. actives 0.51% (n = 330,000);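 active means GFP response versus DMSO above a set limit, roughly screen mean plus 3 SD, cut at about 180% in these data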;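 further: median GFP fluorescence of the barcode-gated MEP2-GFP cells per well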
LAP4 TOR yeast: alters LAP4-GFP fluorescence in TOR pathway yeast screen. actives 0.34% (n = 320,000). S. cerevisiae LAP4-GFP multiplex, flow cytometry GFP, 3 h; median GFP as percent of DMSO wells. GFP response vs DMSO, % at 10 µM;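 active means GFP response vs DMSO above a set limit, about the screen mean plus 3 SD, cut at about 150% in these data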
procasp3 activ: activators of human procaspase-3 | P42574 | recombinant procaspase-3 D3A, Ac-DEVD-pNA absorbance 405 nm | activation, % at 8.5 µM | actives 0.11% (n = 330,000) | AID 463141;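 active means activation above the mean of all tested compounds plus 3 SD, cut at about 21% in these data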;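 further: 0% = DMSO alone and 100% = DMSO wells spiked with extra 5 µM PC-3 D3A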
Target sequence (P42574 whole entry D9A/D28A/D175A): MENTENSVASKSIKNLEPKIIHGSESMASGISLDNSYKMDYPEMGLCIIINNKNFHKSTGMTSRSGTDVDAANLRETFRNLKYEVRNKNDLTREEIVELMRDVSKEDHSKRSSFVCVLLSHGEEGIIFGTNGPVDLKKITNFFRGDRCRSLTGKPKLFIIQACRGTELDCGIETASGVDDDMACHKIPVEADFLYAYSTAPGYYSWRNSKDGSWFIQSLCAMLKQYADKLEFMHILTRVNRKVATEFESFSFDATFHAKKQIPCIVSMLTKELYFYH
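Assay system – Procaspase-3 D3A mutant · Benchmarks – DMSO low control, extra-enzyme high control · Technique – 405 nm absorbance of p-nitroaniline, reads at 0 and 120 min · Doses – 8.5 µM nominal · Measure – % activation between DMSO and enzyme-spiked controls · Also added – Ac-DEVD-pNA chromogenic peptide substrate · Schedule – 1 h compound preincubation, 2 h substrate hydrolysis at 25 °C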
CR mimetic SO: caloric restriction mimetics inhibiting age-related superoxide in yeast; actives 0.18% (n = 330,000); AID 2690; S. cerevisiae aged cells, superoxide DHE fluorescence; hits give low values; superoxide response (% of plate mean), % at 10 µM;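 active means superoxide response under a set limit, about three screen SD below normal, cut at about 65% in these data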;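 further: yeast aged for seven days with compound at 30 °C before DHE staining; 100% = average MFI of all compound-treated wells on the plate with controls excluded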
The depositor's hits bear a star; i = inactive; nt = no result given; & = joins results of further samples. An unsorted share of the library (roughly 3.8% active in at least one column).

SMILES | JMJD2C inh | proCasp7 act | AHR activator | RPL19A TOR yeast | MEP2 TOR yeast | LAP4 TOR yeast | procasp3 activ | CR mimetic SO
CCOc1ccccc1-c1cc(C(=O)Nc2ccc(C(=O)O)cc2)c2ccccc2n1 | -15 | -2 | 17 | 102 | 104 | 99 | 3 | 100
CCOC(=O)C1=C(N)Oc2cc(O)ccc2C1c1cccc([N+](=O)[O-])c1 (centres undefined) | -13 | 6 | 0 | 88 | 92 | 94 | 1 | 91
Cc1ccc(-c2csc3ncn(CC(=O)NCC(c4ccco4)N4CCCC4)c(=O)c23)cc1 (centres undefined) | 9 | 1 | 10 | 96 | 96 | 95 | -2 | 104
COc1ccccc1C(=O)Nc1ccc(NC(=O)c2ccco2)cn1 | -19 | 7 | -8 | 93 | 94 | 100 | 4 | 100
CCOc1ccc(N(CC(=O)NCc2ccc(C)cc2)S(=O)(=O)c2c(C)[nH]c(=O)[nH]c2=O)cc1 | 19 | 2 | -2 | 101 | 108 | 99 | 4 | 103
CN1CCCC(OC(=O)CCCCC(=O)OC2CCCN(C)C2)C1 (centres undefined) | 6 | 12 | 0 | 92 | 97 | 92 | -4 | 103
O=C(CCCn1c(=O)c2sccc2n(Cc2ccc(F)cc2)c1=O)NCc1ccco1 | -22 | -6 | -2 | 97 | 100 | 101 | -7 | 91
CCS(=O)(=O)N1Cc2ccccc2CC1C(=O)Nc1nc2ccccc2[nH]1 (centres undefined) | 6 | 2 | 19 | 102 | 100 | 90 | 4 | 99
O=C(c1ccccc1)c1nn(-c2ccccc2)c(=O)cc1C(F)(F)F | 2 | -7 | 4 | 105 | 94 | 93 | -5 | 93
O=C(NCc1ccncc1)c1ccc(NS(=O)(=O)c2cccc([N+](=O)[O-])c2)cc1 | -3 | 3 | 0 | 95 | 99 | 102 | 12 | 106
COCc1nnc(NC(=O)c2ccc(S(=O)(=O)N3CCCCCC3)cc2)o1 | -5 | 6 | 1 | 94 | 89 | 90 | -5 | 99
Cc1ccccc1OCC(=O)OCC(=O)Nc1ccc2c(c1)OCCO2 | nt | 5 | 0 | 99 | 99 | 102 | -5 | 163

Sorted by molar mass (rising): some entries from above
SMILES | JMJD2C inh | proCasp7 act | AHR activator | RPL19A TOR yeast | MEP2 TOR yeast | LAP4 TOR yeast | procasp3 activ | CR mimetic SO
CN1CCCC(OC(=O)CCCCC(=O)OC2CCCN(C)C2)C1 (centres undefined) | 6 | 12 | 0 | 92 | 97 | 92 | -4 | 103
CCOC(=O)C1=C(N)Oc2cc(O)ccc2C1c1cccc([N+](=O)[O-])c1 (centres undefined) | -13 | 6 | 0 | 88 | 92 | 94 | 1 | 91
Cc1ccccc1OCC(=O)OCC(=O)Nc1ccc2c(c1)OCCO2 | nt | 5 | 0 | 99 | 99 | 102 | -5 | 163

Continuation.
SMILES | JMJD2C inh | proCasp7 act | AHR activator | RPL19A TOR yeast | MEP2 TOR yeast | LAP4 TOR yeast | procasp3 activ | CR mimetic SO
O=C(N/N=C/c1cccnc1)c1cccc(N2CCCC2=O)c1 | 5 | 3 | 41 | 99 | 98 | 99 | -6 | 97
O=S(=O)(Nc1cccc(Oc2ccc(Cl)cc2)n1)c1ccc(F)cc1 | -17 | -11 | 0 | 102 | 102 | 117 | -4 | 107
CSc1ncc(CN2CCN(C(C)C)C(CCO)C2)cn1 (centres undefined) | -10 | 1 | 9 | 107 | 104 | 88 | 6 | 102
COc1cc([N+](=O)[O-])cc2cc(C(=O)N3CCN=C3c3ccccc3)c(=O)oc12 | 8 | 5 | 2 | 104 | 103 | 98 | 0 | 91
O=C(NCc1ccc(F)cc1)c1ccc(CNc2c(N3CCOCC3)c(=O)c2=O)cc1 | -4 | 7 | 3 | 98 | 91 | 110 | -12 | 98
COc1ccc(-c2nn(-c3ccccc3)cc2C(=O)N2CCN(S(=O)(=O)c3cccc(F)c3)CC2)cc1 | -3 | -7 | 8 | 105 | 98 | 117 | 11 | 108
Cc1cccc(N=C2NC(=O)/C(=C/c3cccnc3)S2)c1 | 3 | 3 | 8 | 102 | 98 | 110 | 2 | 106
Cc1cc(C)c2cc(C#N)c(N3CCCC3)nc2c1 | -6 | 3 | 19 | 103 | 109 | 107 | -3 | 95
C=CCn1cc(C(=O)NCc2ccc(Cl)cc2)c(=O)c2cc(S(=O)(=O)N(CC)CC)ccc21 | 11 | -7 | 11 | 114 | 90 | 89 | -9 | 99
CC(C)CNC(=O)NC(=O)COC(=O)c1cc(F)cc(F)c1 | -3 | -1 | 4 | 100 | 93 | 85 | -6 | 117
COc1cc(/C=N/NC(=O)c2cc(-c3c(C)nn(-c4ccccc4)c3C)n[nH]2)ccc1O | -7 | -2 | 43 | 103 | 114 | 76 | 5 | 116
CC(=O)Nc1ccc(SCC(=O)Nc2ccc(Cl)cn2)cc1 | 24 | -7 | 5 | 95 | 88 | 94 | -9 | 109
O=C1CC(c2ccco2)CC2=C1C1c3ccccc3C(=O)N1c1ccccc1N2 (centres undefined) | 3 | 0 | 4 | 107 | 96 | 89 | -13 | 109
CCC[N+]1(CC#CC2(O)CCCCC2)CCOCC1 | 0 | -7 | -1 | 86 | 91 | 109 | 5 | 100
Cc1ccc(CNC(=O)c2ccc(COc3ccccc3)cc2)cc1 | 8 | -5 | -5 | 97 | 93 | 89 | -2 | 91
CC(C)(C)OC(=O)NCCc1nnc(SCc2cccc(Cl)c2)o1 | -3 | 8 | 0 | 98 | 94 | 113 | 9 | 92
OC(CNC1Cc2ccccc2C1)c1ccccc1 (centres undefined) | 3 | 1 | 3 | 99 | 102 | 103 | 0 | 92
O=C(CCSc1nc(-c2ccco2)cc(C(F)(F)F)n1)Nc1ccc2c(c1)OCO2 | -3&4 | 5 | 3 | 87 | 88 | 94 | 6 | 102
COc1ccc(CCNc2ccc(C(CC(N)=O)NC(=O)c3cc(OC)ccc3OC)cc2[N+](=O)[O-])cc1 (centres undefined) | -23 | -2 | 7 | 91 | 94 | 107 | 0 | 97
COc1cc2c(cc1OC)CN(C(=O)CCNS(=O)(=O)c1ccc(Br)cc1)CC2 | 4 | -8 | 7 | 87 | 94 | 86 | 6 | 89
CCNc1nc(NCC)nc(N(C#N)CCOc2ccccc2)n1 | -6 | -4 | 3 | 101 | 98 | 90 | -2 | 89
CC1CN(Cc2c(O)ccc3c(=O)c(-c4ccccc4Cl)coc23)CC(C)O1 (centres undefined) | i | 2 | 2 | 98 | 101 | 98 | -11 | 86
Cc1nn(-c2ccccc2)c(C)c1C(=O)OCC(=O)NC(=O)NC1CCCC1 | -2 | 0 | 1 | 100 | 109 | 117 | 1 | 98
Cc1cc(C)cc(N(CC(=O)NC(C)(C)C)C(=O)CCC(=O)Nc2nccs2)c1 | -11 | -3 | -2 | 101 | 103 | 102 | 5 | 96

Two entries drawn at random from the list so far:
SMILES | JMJD2C inh | proCasp7 act | AHR activator | RPL19A TOR yeast | MEP2 TOR yeast | LAP4 TOR yeast | procasp3 activ | CR mimetic SO
CCNc1nc(NCC)nc(N(C#N)CCOc2ccccc2)n1 | -6 | -4 | 3 | 101 | 98 | 90 | -2 | 89
CC(C)(C)OC(=O)NCCc1nnc(SCc2cccc(Cl)c2)o1 | -3 | 8 | 0 | 98 | 94 | 113 | 9 | 92

The results go on:
SMILES | JMJD2C inh | proCasp7 act | AHR activator | RPL19A TOR yeast | MEP2 TOR yeast | LAP4 TOR yeast | procasp3 activ | CR mimetic SO
O=C(N/N=C/C=C/c1ccccc1)C1CC1c1ccccc1 (centres undefined) | -1 | 4 | 23 | 101 | 103 | 110 | 0 | 100
Nc1nc(SCC(=O)Nc2cc(C(F)(F)F)ccc2Cl)[nH]c(=O)c1NC(=O)c1ccco1 | 7 | -10 | 2 | 101 | 96 | 73 | 0 | 98
CCOC(=O)c1c(O)cc(C)[nH]c1=O | 8 | 2 | 2 | 99 | 96 | 96 | -5 | 80
O=S1(=O)N=C(c2ccccc2)c2ccccc21 | -5 | -2 | -1 | 98 | 99 | 98 | 4 | 101
O=[N+]([O-])c1cc(-c2nnc(N3CCOCC3)c3ccccc23)ccc1N1CCOCC1 | -5 | -15 | 0 | 109 | 94 | 96 | -9 | 104
CC1CN(c2ncnc3c2oc2ccccc23)CC(C)O1 (centres undefined) | -5 | 11 | 18 | 100 | 120 | 102 | -3 | 100
COc1cccc(/C=C/C(=O)OCC(=O)Nc2ccc(N3CCOCC3)cc2)c1OC | nt | 6 | 0 | 96 | 93 | 106 | 0 | 98
Cc1ccc2oc(C(=O)NCc3ccccc3)cc(=O)c2c1 | -14 | 0 | 9 | 100 | 108 | 99 | 3 | 106
CCOC(=O)C(CCCP(=O)(c1ccccc1)c1ccccc1)(NC(C)=O)C(=O)OCC | -4 | 4 | 1 | 97 | 104 | 106 | 6 | 90
Cc1ccc(S(=O)(=O)N2CCOCC2)cc1C(=O)NCCN1C(=O)S/C(=C\c2ccccc2Cl)C1=O | -1 | -8 | -4 | 101 | 101 | 97 | -1 | 105
COc1ccc(CCNC(=O)CN(Cc2ccc(Cl)cc2)S(C)(=O)=O)cc1OC | -1 | -6 | 1 | 102 | 101 | 87 | 3 | 88
CCOC(=O)c1cc(NC(=O)Nc2ccccn2)c(C)nc1C | 2 | 3 | 19 | 103 | 95 | 94 | 11 | 96
CCNC(=O)CCCOc1ccc(Cl)cc1Cl | 4 | 2 | -3 | 96 | 108 | 97 | 2 | 100
CS(=O)(=O)N1CCN(C(=O)C2c3ccccc3Oc3ccccc32)CC1 | 21 | 3 | 6 | 97 | 99 | 93 | -1 | 99
CCCC1=[N+](CC(C)=O)CCn2c(C)ccc21 | -43 | 5 | 1 | 97 | 95 | 108 | -4 | 99
NC(=O)c1oc2ccc(Cl)cc2c1NC(=O)CN1CCOCC1 | 1 | 4 | 4 | 97 | 96 | 99 | 1 | 93
CCCCOc1ccc(C(=O)NCC(=O)NC(C)CCc2ccccc2)cc1 (centres undefined) | 4 | nt | nt | 105 | 94 | 84 | nt | 111
CCOc1ccccc1N1CCN(S(=O)(=O)c2ccc(Cl)s2)CC1 | -2 | 2 | 3 | 101 | 100 | 116 | 3 | 86
O=C(CCS(=O)(=O)c1ccccc1Cl)Nc1ccc(S(=O)(=O)Nc2ncccn2)cc1 | -11 | 5 | -1 | 96 | 105 | 103 | -5 | 81
Cc1ccc(OCC2Cn3c(nc4c3c(=O)[nH]c(=O)n4C)O2)cc1 (centres undefined) | -1 | -4 | -1 | 95 | 103 | 97 | 1 | 100
COc1ccc(OC)c(/C=N/NC(=O)C(=O)N2CCCCCC2)c1 | 43 | -14 | 9 | 95 | 95 | 102 | 3 | 88
CCN(Cc1ccncc1)C(=O)c1cc(COc2ccc(OC)cc2Cl)on1 | -8 | 5 | 3 | 101 | 105 | 107 | 14 | 104
CCOc1ccc(S(=O)(=O)N2CCOCC2)cc1[N+](=O)[O-] | -2 | 8 | 4 | 97 | 106 | 101 | 13 | 105
COC(=O)C1=C(C)N(Cc2ccccc2)C(=NCCc2ccccn2)N[C@H]1c1cccc(F)c1 | -8 | -7 | 0 | 100 | 93 | 135 | 1 | 95
Cc1ccc(Cn2nnnc2CN2CCC(NC(=O)c3ccc(Br)cc3)CC2)cc1 | 4 | 5 | 4 | 92 | 89 | 92 | 7 | 92
O=C(NCc1cccnc1)Nc1ccc(Br)cc1Cl | -4 | 4 | 20 | 101 | 96 | 100 | 0 | 98

Bioassay records as filed in PubChem.
